Source: PubChem BioAssay (National Center for Advancing Translational Sciences (NCATS))
Caspase-1 inhib – qHTS Assay for Allosteric/Competitive Inhibitors of Caspase-1 | P29466 | Caspase-1 enzyme, Ac-WEHD-AFC fluorogenic rate | Potency, µM (highest dose often 57.5 µM), without a hit: at the top dose activity change, negative = inhibition, most hits filed as inhibitors | actives 0.03% (n = 75,000) | AID 900, 2007;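 further: potency means the concentration at half of the fitted maximal effect; plate controls were vehicle for no effect and no substrate for full effect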
Target sequence (P29466 120-297 limits assumed): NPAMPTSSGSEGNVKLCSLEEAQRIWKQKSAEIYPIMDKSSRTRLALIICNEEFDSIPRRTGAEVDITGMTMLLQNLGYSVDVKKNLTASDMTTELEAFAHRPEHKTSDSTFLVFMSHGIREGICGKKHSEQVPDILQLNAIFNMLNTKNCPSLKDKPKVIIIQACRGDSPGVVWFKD
Target sequence (P29466 317-404 limits assumed): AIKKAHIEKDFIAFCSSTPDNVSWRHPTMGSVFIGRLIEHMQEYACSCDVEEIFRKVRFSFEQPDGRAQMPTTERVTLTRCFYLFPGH
BRCT PPI red – qHTS Assay for Inhibitors of BRCT-Phosphoprotein Interaction (Red Fluorophore) | Potency, µM (highest dose often 76.9 µM), for the others: at the highest dose activity change, negative = inhibition, usual class: inhibitors | Breast cancer type 1 susceptibility protein (Homo sapiens), P38398 | actives 0.03% (n = 75,000) | BRCT-phosphopeptide binding, red fluorescence polarization | AID 892, 2007; further: on the % scale 0 is the no-effect control and ±100 the full control effect
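Rhodamine-labelled pBACH1 10-mer (100 nM) bound to BRCT domain (100 nM) at pH 7.3; compounds incubated 12 min room temperature, polarization read. Free peptide defines full inhibition; unlabelled decapeptide titrated as control.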
Tau filament bind – qHTS Assay for Tau Filament Binding. recombinant tau filaments, thioflavin S fluorescence, 15 h; filaments grown with octadecylsulfate alongside compound. Potency, µM (highest dose often 57.1 µM), for inactives: top-dose activity change, negative = inhibition. actives 2% (n = 71,000). AID 596, 2007;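 further: potency means the concentration at half of the fitted maximal effect; on the % scale 0 is the no-effect control and ±100 the full control effect; actives lower thioflavin S fluorescence by blocking filaments or displacing dye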
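Quantitative HTS: thioflavine S signal from ODS-induced tau filaments, excited at 450 nm, emission 510 nm. Conditions: 1 uM tau, 30 uM ODS, 15 h at 37 C, pH 7.4.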
HEK293 cAMP ctrl – qHTS Assay for Agonists of the Thyroid Stimulating Hormone Receptor: Activators of Intracellular cAMP Concentrations in Parental HEK 293; AID 938, 2007; actives 2.5% (n = 73,000); Potency, µM (top dose mostly 57.1 µM), for inactives: at the top dose activation, hits mostly activators; parental HEK293 CNG cAMP sensor, membrane potential fluorescence; further: potency means the concentration at half of the fitted maximal effect; % of control where 0% means no effect; nearly all actives have a fitted effect of over 55% in size
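Parental HEK 293 cells stably expressing a modified CNG channel (no TSHR) report cAMP rise as membrane depolarization. Membrane potential dye with 100 uM RO 20-1724 was loaded for 60 min at room temperature, then compound added for 30 min; fluorescence read at 590 nm.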
Casp7 inh – qHTS Assay for Allosteric/Competitive Inhibitors of Caspase-7; P55210; recombinant caspase-7, Ac-DEVD-AFC fluorescence rate; Potency, µM (titrated, usually from 57.5 µM), for the others: at the top dose activity change, negative = inhibition, usual class: inhibitors; actives 0.02% (n = 75,000); AID 889, 2007; active means well fitted inhibition curve with a large enough effect in the main read-out, with a control signal flat, not every such curve was filed as active; inconclusive means small, poorly fitted or top-dose-only effect, or a change in a side signal; further: potency means the concentration at half of the fitted maximal effect; % of control where 0% means no effect
USP2a inhib – qHTS Assay for Inhibitors of Ubiquitin-specific Protease USP2a; Ubiquitin carboxyl-terminal hydrolase 2 (Homo sapiens), O75604; actives 0.1% (n = 60,000); AID 927, 2007; Potency, µM (series often up to 38.3 µM), for the others: top-dose activity change, negative = inhibition, actives largely listed as inhibitors; USP2a enzymatic assay, qHTS inhibition;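 further: potency means the concentration at half of the fitted maximal effect; nearly all actives have a fitted effect of over 60% in size; plate controls were DMSO for no effect and NEM full inhibition control for full effect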
Target sequence (O75604 whole entry, looked up): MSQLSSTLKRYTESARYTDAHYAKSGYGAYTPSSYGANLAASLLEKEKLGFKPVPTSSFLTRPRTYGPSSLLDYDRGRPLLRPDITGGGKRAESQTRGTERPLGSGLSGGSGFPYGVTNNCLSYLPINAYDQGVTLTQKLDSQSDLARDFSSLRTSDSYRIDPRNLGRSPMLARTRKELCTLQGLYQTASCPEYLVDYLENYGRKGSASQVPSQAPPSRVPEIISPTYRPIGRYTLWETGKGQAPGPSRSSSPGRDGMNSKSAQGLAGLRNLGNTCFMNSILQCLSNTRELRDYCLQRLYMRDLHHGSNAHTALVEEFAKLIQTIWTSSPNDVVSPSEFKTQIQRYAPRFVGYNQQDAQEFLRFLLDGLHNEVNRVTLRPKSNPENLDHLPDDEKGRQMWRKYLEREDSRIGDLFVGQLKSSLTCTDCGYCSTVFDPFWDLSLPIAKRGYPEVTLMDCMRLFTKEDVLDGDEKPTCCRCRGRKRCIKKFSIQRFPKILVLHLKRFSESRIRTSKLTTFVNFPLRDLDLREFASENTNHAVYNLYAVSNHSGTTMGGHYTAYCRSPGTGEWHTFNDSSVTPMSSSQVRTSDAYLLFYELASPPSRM
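USP2 core (20 nM final) was preincubated with compound for 30 min at RT in 20 mM Tris-HCl pH 8.0, 2 mM CaCl2, 2 mM beta-mercaptoethanol; Ub-PLA2 (20 nM) plus NBD C6-HPC (20 uM) then added, fluorescence read after 2.5 h.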
Rhodamine autofl – qHTS Assay for Spectroscopic Profiling in Rhodamine Spectral Region; Rhodamine-region fluorescence, 547/598 nm, Tris buffer; active compounds read high; max dye-equivalent concentration, M; actives 0.05% (n = 59,000); AID 594, 2007; in the data active means max dye-equivalent concentration above about 11 nM; inconclusive means between about 1.1 nM and that limit
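Compounds in 100 mM Tris buffer, pH 8.0, were incubated 15 min at room temperature, then read at 547 nm excitation and 598 nm emission. Fluorescence was normalized against a per-plate six-point rhodamine standard curve as dye-equivalent concentration.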
BRCT inh green – qHTS Assay for Inhibitors of BRCT-Phosphoprotein Interaction (Green Fluorophore). BRCA1 BRCT-phosphopeptide binding, green fluorescence polarization. Potency, µM (series often up to 76.9 µM), for the others: at the top dose activity change, negative = inhibition, most hits filed as inhibitors. Breast cancer type 1 susceptibility protein (Homo sapiens), P38398. actives 0.05% (n = 75,000);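 further: potency means the concentration at half of the fitted maximal effect; plate controls were peptide without protein for full effect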
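Compounds were incubated for 12 min at room temperature with a complex of 100 nM fluorescein-tagged pBACH1 decapeptide and 250 nM His-tagged BRCT protein. Buffer was phosphate pH 7.3 with EDTA, DTT and Tween 20. Disruption of binding lowers the polarization signal.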
HADH2 inh – qHTS Assay for Inhibitors of HADH2 (Hydroxyacyl-Coenzyme A Dehydrogenase, Type II); recombinant HADH2, NADH fluorescence, beta-hydroxybutyryl-CoA; Potency, µM (titrated, usually from 57.1 µM), for the others: top-dose activity change, negative = inhibition, usual class: inhibitors; actives 3.4% (n = 73,000); AID 886, 2007; further: potency means the concentration at half of the fitted maximal effect; on the % scale 0 is the no-effect control and ±100 the full control effect; nearly all actives have a fitted effect of over 60% in size; many of its hits are not listed in these tables
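E. coli-expressed His-tagged HADH2 tested at 20 nM in alkaline Tris buffer (pH 9.0); oxidation of 90 uM beta-hydroxybutyryl-CoA with 1 mM NAD+ tracked fluorimetrically for 4 min.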
ALOX15 inhib – qHTS Assay for Inhibitors of 15-hLO (15-human lipoxygenase); Potency, µM (titrated, usually from 57.1 µM), without a hit: top-dose activity change, negative = inhibition, usual class: inhibitors; AID 887, 2007; purified 15hLO-1, xylenol orange hydroperoxide absorbance; actives 1.4% (n = 74,000); Polyunsaturated fatty acid lipoxygenase ALOX15 (Homo sapiens), P16050; further: potency means the concentration at half of the fitted maximal effect; on the % scale 0 is the no-effect control and ±100 the full control effect; nearly all actives have a fitted effect of over 55% in size
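Inhibition is scored from a chromogenic endpoint. After 15 min enzyme-compound contact, arachidonic acid (50 uM final) reacts 6 min with 40 nM 15hLO-1 at room temperature, then Fe-XO reagent is added for 30 min and absorbance ratio recorded.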
DNA Pol III inh – qHTS Assay for Inhibitors of DNA Polymerase III Holoenzyme System. actives 0.25% (n = 71,000). reconstituted DNA polymerase III holoenzyme replication, biochemical. Potency, µM (series often up to 57.1 µM), without a hit: at the top dose activity change, negative = inhibition; further: potency means the concentration at half of the fitted maximal effect; on the % scale 0 is the no-effect control and ±100 the full control effect
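Reconstituted *E. coli* holoenzyme (0.35 nM Pol III, 1 nM beta, 154 nM SSB, 2 nM primase) was preincubated with compound for 15 min at RT. Synthesis on 1.4 nM ssM13Gori ran 35 min, then was stopped with PicoGreen/EDTA and read as dsDNA fluorescence.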
Numbers without * were called inactive; i = inactive; ? = inconclusive; . = no result given; ! = repeats disagree; [ ] = dose if it differs, or a comment. Unless noted, the call rests on the fitted dose curve; in most records, active means well fitted curve in the direction sought with a large enough effect; inconclusive means small, poorly fitted or top-dose-only effect, or another doubt; inactive means no such curve, though single readings can be large; an effect the other way counts as inactive or inconclusive.

SMILES	Caspase-1 inhib	BRCT PPI red	Tau filament bind	HEK293 cAMP ctrl	Casp7 inh	USP2a inhib	Rhodamine autofl	BRCT inh green	HADH2 inh	ALOX15 inhib	DNA Pol III inh
COC(=O)C(C)Sc1nnc2n(-c3cccc(C)c3)c(=O)c3c4c(sc3n12)CCCC4 (stereo not drawn)	-2%	-2.0%	252%	14%	0%	.	.	1.5%	-6%	?	9%
CCOC(=O)N1CCC(N2CC34C=CC(O3)C(C(=O)O)C4C2=O)CC1 (stereo not drawn)	0%	-1.4%	2%	2%	3%	.	.	0.9%	-5%	8%	-8%
COc1ccccc1C(=O)n1nc(-c2ccccc2)nc1N	-2%	-0.3%	192%	23%	0%	-7%	i	-0.8%	1%	13µM*	6%
COC(=O)CCN(c1ccccc1)S(=O)(=O)c1ccc(OC)cc1	-2%	-1.2%	-5%	18%	0%	3%	i	-0.7%	5%	2%	10%
Cc1ccc(C)c([C@@H]2NC(=O)c3ccccc3N2)c1	-1%[11.5 µM]	-2.7%[15.4 µM]	-2%[11.4 µM]	16%[11.4 µM]	-3%[11.5 µM]	.	i	0.3%[15.4 µM]	14%[11.4 µM]	1%[11.4 µM]	-4%[11.4 µM]
CCOC(=O)c1cc(CC)sc1NC(=O)CCC(=O)O	0%	-2.2%	-7%	14%	3%	.	i	0.0%	-14%	11%	-3%
CCOC(=O)C1=C(C)NC2=C(C(=O)CCC2)C1c1cccs1 (stereo not drawn)	-5%	0.3%	-1%	21%	-5%	6%	i	-1.7%	?	1%	1%
COc1ccc(N2C(=O)CC(N3CCN(c4ccc(S(=O)(=O)N5CCCC5)cc4)CC3)C2=O)cc1 (stereo not drawn)	-2%	-1.2%	3%	-5%	-2%	22%	i	-0.1%	8%	0%	-3%
CCCNS(=O)(=O)c1ccc(CCC(=O)N2CCOCC2)cc1	-1%	-0.1%	5%	?	2%	.	i	-2.5%	-1%	9%	-4%
COc1cc2[nH]c(=O)n(CCC(=O)NC3CCN(Cc4ccccc4)CC3)c(=O)c2cc1OC	0%	-1.5%	11%	3%	1%	3%	i	-0.6%	?	4%	0%
CCOC(=O)c1ccc(CNC(=O)CSc2nnnn2-c2ccc(Cl)cc2)o1	0%	0.1%	4%	?	-1%	7%	i	-1.4%	-1%	-16%	-8%
CCCCCCn1c(N2CCC(C(N)=O)CC2)nc2c1c(=O)n(C)c(=O)n2C	1%	-0.9%	9%	13%	-1%	4%	i	-0.8%	2%	-10%	-1%
CCOC(=O)N1CCN(C(=O)COc2ccc(Br)cc2Cl)CC1	-1%	-0.8%	0%	16%	0%	7%	.	-2.4%	2%	-1%	-1%
CNC(=O)CSCc1c(Cl)cccc1Cl	-2%	0.3%	6%	5%	1%	-5%	i	-1.7%	-16%	-5%	-2%
COCc1nnc(NC(=O)CCc2ccccc2)s1	1%	-2.6%	75%	25%	0%	2%	i	-1.0%	-5%	2%	-1%
COc1cc(C2c3c(n[nH]c3C)C(=O)N2c2ccc(C)cc2)ccc1O (stereo not drawn)	-2%	0.1%	8%	3%	0%	2%	i	1.3%	?	?	-7%
COc1cc(C2c3sc(=O)[nH]c3SC3C4CCC(C4)C23)ccc1O (stereo not drawn)	0%	-1.8%	0%	14%	3%	2%	i	-0.4%	0.4µM*	?	-2%
C=CCn1c(COC)nnc1SCC(=O)c1ccc(F)cc1	1%	0.0%	-2%	12%	-4%	-4%	i	0.1%	-30%	-14%	1%
COCCCNC(=O)CCN1C(=O)COc2ccccc21	-1%	-0.1%	-2%	2%	0%	-3%	i	-0.5%	6%	-1%	-3%
CCCn1c(-c2ccc(F)cc2)nc2c(NCCN(C)C)nc(C)nc21	3%	-1.4%	-6%	?	0%	.	.	-0.5%	18%	5%	-1%

Entries from the list above that contain an NH in an aromatic ring:
SMILES	Caspase-1 inhib	BRCT PPI red	Tau filament bind	HEK293 cAMP ctrl	Casp7 inh	USP2a inhib	Rhodamine autofl	BRCT inh green	HADH2 inh	ALOX15 inhib	DNA Pol III inh
COc1cc2[nH]c(=O)n(CCC(=O)NC3CCN(Cc4ccccc4)CC3)c(=O)c2cc1OC	0%	-1.5%	11%	3%	1%	3%	i	-0.6%	?	4%	0%
COc1cc(C2c3c(n[nH]c3C)C(=O)N2c2ccc(C)cc2)ccc1O (stereo not drawn)	-2%	0.1%	8%	3%	0%	2%	i	1.3%	?	?	-7%
COc1cc(C2c3sc(=O)[nH]c3SC3C4CCC(C4)C23)ccc1O (stereo not drawn)	0%	-1.8%	0%	14%	3%	2%	i	-0.4%	0.4µM*	?	-2%

Additional structures
SMILES	Caspase-1 inhib	BRCT PPI red	Tau filament bind	HEK293 cAMP ctrl	Casp7 inh	USP2a inhib	Rhodamine autofl	BRCT inh green	HADH2 inh	ALOX15 inhib	DNA Pol III inh
O=C(c1cccc(F)c1)N1CCC[C@@]2(CCN(c3ccccc3)C2)C1	-4%	0.6%	-8%	5%	-9%	84%[activator]	i	1.8%	17%	-13%	-5%
CCOCCCNC(=O)CCCn1nc(C)n2c(cc3sccc32)c1=O	1%	-0.7%	3%	0%	-2%	.	.	-7.4%	-3%	3%	-1%
COCCn1nnnc1C(c1ccccc1OC)N1CCN(c2ccccc2F)CC1 (stereo not drawn)	1%	-1.4%	6%	7.9µM*	-1%	24%	i	-0.5%	-1%	-16%	-2%
O=C(NCC1CCCO1)C1CCCN1C(=O)NC1CCCCC1 (stereo not drawn)	-1%	-0.4%	1%	6%	2%	0%	i	-2.3%	6%	2%	-12%
Oc1[nH]c2ccccc2c1C=Nc1ccc2c(c1)OCCO2	-9%	-1.9%	?	0%	-9%	3%	i	-3.6%	11%	?	-1%
O=C(NCC1CCCO1)c1nn2cccnc2c1Cl (stereo not drawn)	-1%	-2.0%	-5%	1%	0%	-5%	i	-0.4%	-3%	1%	-4%
CCCS(=O)(=O)N1CCCC(C(=O)N2CCOCC2)C1 (stereo not drawn)	2%	1.8%	4%	8%	3%	-2%	i	-1.9%	-4%	4%	-2%
O=C1N(CN2CCN(c3cccc(Cl)c3)CC2)c2ccccc2C12OCCCO2	0%	-0.9%	-12%	8%	0%	8%	i	-0.8%	18%	0%	-2%
C=C(C)COc1ccc2c3c(c(=O)oc2c1OCC(=C)C)CCC3	-1%	0.1%	23%	25µM*	-1%	-4%	.	8.1%	12%	-9%	-6%
COc1ccc(C2C3=C(CCCC3=O)Nc3nc4ccccc4n32)cc1OC (stereo not drawn)	-1%	-0.9%	-10%	-5%	-4%	-3%	i	-2.4%	?	8%	0%
O=C(C1CCN(S(=O)(=O)N2CCC3(CC2)OCCO3)CC1)N1CCC(Cc2ccccc2)CC1	0%	1.1%	3%	11%	-1%	22%	i	-2.3%	0%	2%	-6%
O=C1N2CN(C(c3ccccc3)c3ccccc3)CN=C2SC1(CO)CO	1%	-1.6%	-2%	-7%	1%	-2%	.	1.2%	-9%	8%	-4%
CC(=O)NC1C(=O)N(CCc2ccccc2)c2ccccc21 (stereo not drawn)	1%	0.0%	-1%	6%	-3%	2%	i	-0.4%	1%	7%	-6%
COC(=O)c1cc(Br)ccc1OC(=O)c1cccnc1	4%	0.8%	1%	10%	1%	-1%	i	2.0%	11%	10%	0%
CC1CCCN(C(C(=O)Nc2ccc3c(c2)OCO3)c2ccccc2)C1 (stereo not drawn)	1%	1.1%	20%	?	1%	.	.	0.9%	-4%	-5%	-5%
O=C(CN1C(=O)c2ccccc2S1(=O)=O)Nc1cccnc1	-1%	1.3%	0%	2%	1%	-5%	i	0.5%	-2%	-1%	-2%
Cc1sc2nc3n(c(=O)c2c1C)CCCS3	-1%	0.7%	9%	1%	-1%	-3%	i	0.9%	5%	-4%	-9%
CC1=C(C#N)c2nc(N)c(C#N)c(C)c2/C1=C\c1ccccc1	1%	-1.0%	-7%	-22%	0%	.	i	-3.2%	?	40µM*	-6%
CCN(CC)CCOC(=O)C1(c2ccc([N+](=O)[O-])cc2)CCCC1	1%	-0.8%	13µM*!	5%[25.6 µM]	3%	-2%[17.1 µM]	i	-6.1%	6%	?	1%

An excerpt, so the mix of outcomes need not match the whole.
